Screening data deposited in PubChem BioAssay by National Center for Advancing Translational Sciences (NCATS).
A549 tox: kills or reduces viability of A549 cells in Nrf2 counter-screen; Potency, µM (series often up to 46 µM), without a hit: at the top dose activity change, negative = cytotoxicity, usual class: inhibitors; hit rate 0.16% among 390,000; A549 ARE-Fluc cells, CellTiter-Fluor viability, 18-24 h; AID 504648; also: potency is read from the fitted curve at half-maximal effect; % is scaled to controls: 0 for no effect and ±100 for the full control effect
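Cytotoxicity counterscreen: CellTiter-Fluor fluorescence was measured in A549 ARE_Fluc cells after 18-24 h of compound exposure in a concentration series. The subsequent BugLite luminescent read reports ARE-luciferase activity.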
TGFb inhibitor: TGF-b pathway inhibition. HepG2 CAGA-GFP TGF-b/SMAD3 reporter, GFP fluorescence, 18 h; TGF-beta stimulated, 500 pg/mL final. Potency, µM (series often up to 46.1 µM), for inactives: top-dose activity, negative = inhibition, hits mostly inhibitors. hit rate 1.2% among 410,000. AID 588855; also: potency is read from the fitted curve at half-maximal effect; % is scaled to controls: 0 for no effect and ±100 for the full control effect; nearly all actives have a fitted effect of over 65% in size
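Cell-based qHTS in HEPG2 carrying a CAGA-GFP Smad reporter; compounds added before 500 pg/mL final TGF-beta, 18 h incubation at 37 degrees C, GFP fluorescence quantified per cell by imaging cytometry.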
ATXN2 expr inh: inhibitors of ATXN2 expression | HEK-293 ATXN2-luciferase reporter, luminescence, 24 h | Potency, µM (series often up to 57 µM), inactives show at the top dose activity change, negative = inhibition, actives largely listed as inhibitors | hit rate 0.72% among 360,000; also: potency is read from the fitted curve at half-maximal effect; % is scaled to controls: 0 for no effect and ±100 for the full control effect; nearly all actives have a fitted effect of over 55% in size
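ATXN2-luciferase reporter cells (luciferase flanked by upstream and downstream ATXN2 gene portions) were treated 24 h at 37 °C with compounds at up to 57 uM. SteadyGlo luminescence gave expression; GF-AFC fluorescence gave viability.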
Nrf2 block: inhibitors of Nrf2 signaling; AID 504444; Potency, µM (top dose mostly 46 µM), without a hit: at the highest dose activity change, negative = inhibition, actives largely listed as inhibitors; hit rate 2.1% among 360,000; A549 ARE-Fluc reporter, luciferase luminescence, 18-24 h; also: potency is read from the fitted curve at half-maximal effect; % is scaled to controls: 0 for no effect and ±100 for the full control effect; nearly all actives have a fitted effect of over 60% in size
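Concentration-response testing used A549 ARE_Fluc cells at 5000 cells/well. Following an 18-24 h compound incubation, viability was read by fluorescence (Ex 405/Em 525) and luciferase output by luminescence.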
Nrf2 ARE act: Nrf2 pathway activation. AREc32 ARE-luciferase reporter (MCF7-derived line), luminescence, 24 h. Potency, µM (series often up to 46.1 µM), for the others: at the highest dose activation, usual class: activators. hit rate 0.31% among 410,000. AID 624171; also: potency is read from the fitted curve at half-maximal effect; % of control where 0% means no effect; nearly all actives have a fitted effect of over 65% in size
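Nrf2 activation is followed as ARE-luciferase induction in the AREc32 line after one day of compound treatment; luminescence is read with Steady-Glo.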
MCF10A rereplic: induces DNA re-replication in MCF 10a normal breast cells | MCF 10A DNA re-replication, Hoechst nuclear intensity, 48 h | Potency, µM (titrated, usually from 46.1 µM), for the others: top-dose activity, positive = re-replication, hits mostly activators | hit rate 2.9% among 350,000; also: potency is read from the fitted curve at half-maximal effect; % of control where 0% means no effect; nearly all actives have a fitted effect of over 50% in size
IL1B secr inh: inhibitors of inflammasome signaling (IL-1 beta secretion); THP-1 LPS/ATP IL-1B secretion, AlphaLISA, 16 h; stronger effect = lower value; activity change, % at 57.5 µM; hit rate 4.7% among 360,000; in the data active = activity change below about -50%; inconclusive = mostly about -30% to -49%; also: % is scaled to controls: 0 for no effect and ±100 for the full control effect
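THP-1 cells pretreated 1 hr with compounds (up to 57.5 uM final), then stimulated with LPS (250 ng/mL final) plus ATP (1.25 mM final); secreted IL-1B measured by AlphaLISA after 16 hr, decreased signal indicating inhibition.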
S2 tox: reduces viability in counter-screen for ATXN expression inhibitors | S2 cells (HEK-293 line with an ATXN2-luciferase reporter) viability, CellTiter-Fluor protease fluorescence, 24 h | hit rate 0.49% among 400,000 | AID 651635 | Potency, µM (series often up to 56.7 µM), hits mostly cytotoxic; also: potency is read from the fitted curve at half-maximal effect; nearly all actives have a fitted effect of over 40% in size
HepG2 viability: HepG2 cytotoxicity, counter-screen for TGF-b inhibitors; hit rate 0.76% among 410,000; AID 588856; HepG2 CAGA-GFP viability, ATP luminescence, 18 h; Potency, µM (top dose mostly 46.1 µM), for inactives: at the highest dose activity change, negative = cytotoxicity, actives largely listed as cytotoxic; also: potency is read from the fitted curve at half-maximal effect; some results filed as inactive show a strong effect at the top dose
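CellTiter-Glo luminescence gave cytotoxicity after 18 hours at 37 degrees C. The cells were HepG2 CAGA-GFP in 1% FBS DMEM, stimulated with 500 pg/mL TGF-beta after compound addition. %Activity was normalised to no-cell wells (complete cell-killing) and DMSO (no toxicity), and curves were fitted and classified.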
* = called active by the depositor; i = inactive; ? = inconclusive; · = not tested or not shown; [ ] = dose if it differs, or a comment. Unless noted, calls follow the shape of the dose curve; as a rule, active = well fitted curve in the direction sought with a large enough effect; inconclusive = small, poorly fitted or top-dose-only effect, or another doubt; inactive = no such curve, though single readings can be large; an effect the other way counts as inactive or inconclusive.

[1] O=C(NCCCN1CCOCC1)c1cc(-c2ccc3c(c2)OCO3)nc2ccccc12
[2] COc1ccc(OC)c(CCNC(=O)c2cccc(NC(=O)C3=C(C)OCCS3)c2)c1
[3] CCC(=O)Nc1nnc(Cc2ccccc2)s1
[4] CC1CCC2(CC1)NC(=O)N(CC(=O)N1CCOCC1)C2=O (stereo not given)
[5] O=C(CSc1nnc2c(n1)[nH]c1ccc(F)cc12)Nc1ccccc1F
[6] O=C1NCC(COc2cccc3ccccc23)O1 (stereo not given)
[7] O=C(CNS(=O)(=O)c1ccc(Cl)c(C(F)(F)F)c1)NC1CCCCC1
[8] CN(C)S(=O)(=O)Oc1ccccc1C(=O)Nc1ccc(F)cc1

compound no.,1,2,3,4,5,6,7,8
A549 tox,1%,-1%,-4%,-4%,-4%,-5%,1%,4%
TGFb inhibitor,9%,11%,-3%,-6%,76%[activator],?,2%,3%
ATXN2 expr inh,-14%,-18%,-1%,0%,7%,-2%,19%,-10%
Nrf2 block,15%,-29%,-16%,6%,3%,-24%,10%,5%
Nrf2 ARE act,0.6%,-0.4%,-0.3%,0.0%,-1.0%,1.8%,-0.2%,-0.6%
MCF10A rereplic,17%,?,5%,-19%,-1%,-2%,-4%,0%
IL1B secr inh,?,-12,-10,4,7,-13,7,-5
S2 tox,i,i,i,i,i,i,i,i
HepG2 viability,-1%,-5%,1%,1%,2%,-4%,-23%,5%

[9] COc1ccc(OC)c(S(=O)(=O)NCC(c2ccc3c(c2)OCO3)N2CCOCC2)c1 (stereo not given)
[10] COc1cc(NC(=O)N2CCSc3ccccc32)cc(OC)c1OC
[11] COc1ccc(-c2ccc3c(c2)S(=O)(=O)c2cccc(C(=O)NCc4cccc(OC(F)(F)F)c4)c2C3=O)cc1OC
[12] CC1=C(C(=O)OC(C)(C)C)C(c2cccs2)NC(=O)N1 (stereo not given)
[13] CNC(=O)c1ccc(-c2nc(CN3CCc4ccccc43)c(C)o2)cc1
[14] CCCc1cc(=O)[nH]c(SCC(=O)N(C)Cc2ccccc2)n1
[15] Cc1ccc(OC(C)C(=O)Nc2ccc(Cl)cn2)c([N+](=O)[O-])n1 (stereo not given)
[16] CC1CCCCN1C(=O)c1cc(F)c(F)cc1Cl (stereo not given)

compound no.,9,10,11,12,13,14,15,16
A549 tox,-8%,7%,-9%,2%,-2%,-5%,11%,2%
TGFb inhibitor,19%,0%,-1%,-2%,-43%,-8%,3%,-5%
ATXN2 expr inh,-4%,·,-9%,6%,4%,-2%,2%,-1%
Nrf2 block,6%,22%,?,-5%,·,-3%,-5%,14%
Nrf2 ARE act,-0.9%,4.2%,-0.3%,-0.7%,5.0%,-0.8%,0.5%,-1.5%
MCF10A rereplic,0%,·,1.8µM*,?,·,?,4%,18%
IL1B secr inh,2,·,-1,0,·,-1,0,-2
S2 tox,i,·,i,i,i,i,i,i
HepG2 viability,-2%,-39%,-1%,2%,-51%,10%,4%,1%

[17] CCC1CN(C(=O)N2CCC(C(=O)N3CCN(c4ccc(F)cc4)CC3)CC2)c2ccccc2O1 (stereo not given)
[18] CC1Cc2ccccc2N1S(=O)(=O)c1cccc(C(=O)NCC(c2ccco2)N2CCCC2)c1 (stereo not given)
[19] CC(C)Oc1ccc(CNC(=O)C2CCN(C(=O)c3sccc3-n3cccc3)CC2)cc1
[20] CCc1nn(C(CC)C(=O)NCc2ccc(OC)c(OC)c2)c(=O)c2cc3oc(C)cc3n12 (stereo not given)
[21] O=S(=O)(c1ccc(N2CCOCC2)nc1)N1CCOCC1
[22] CCCn1c(SCC(=O)NC2CCC(C)CC2)n[nH]c1=O (stereo not given)
[23] CCOc1ccc(S(=O)(=O)NCCC(=O)NCC2COc3ccccc3O2)cc1 (stereo not given)
[24] Cc1ccc(Cl)cc1N1CCN(S(=O)(=O)c2ccc3[nH]c(=O)ccc3c2)CC1

compound no.,17,18,19,20,21,22,23,24
A549 tox,-2%,1%,-1%,-26%,-2%[1.84 µM],5%,0%,-18%
TGFb inhibitor,-24%,-23%,·,?,2%,-3%,-21%,?
ATXN2 expr inh,·,-17%,·,-18%,-9%,7%,-3%,?
Nrf2 block,?,2%,1%,-8%,11%,8%,2%,?
Nrf2 ARE act,-0.5%,2.4%,3.5%,13%,0.0%,0.1%,1.7%,0.5%
MCF10A rereplic,·,?,·,·,-2%,2%,13%,23µM*
IL1B secr inh,·,-7,·,·,-10,0,13,19
S2 tox,·,i,·,?,i,i,i,?
HepG2 viability,-4%,-30%,-5%,-27%,9%,2%,-5%,-56%

Record cards (already shown). Values in the order: A549 tox	TGFb inhibitor	ATXN2 expr inh	Nrf2 block	Nrf2 ARE act	MCF10A rereplic	IL1B secr inh	S2 tox	HepG2 viability
CC1Cc2ccccc2N1S(=O)(=O)c1cccc(C(=O)NCC(c2ccco2)N2CCCC2)c1 (stereo not given) as listed: 1%	-23%	-17%	2%	2.4%	?	-7	i	-30%
CCc1nn(C(CC)C(=O)NCc2ccc(OC)c(OC)c2)c(=O)c2cc3oc(C)cc3n12 (stereo not given) as listed: -26%	?	-18%	-8%	13%	·	·	?	-27%
CC(C)Oc1ccc(CNC(=O)C2CCN(C(=O)c3sccc3-n3cccc3)CC2)cc1 as listed: -1%	·	·	1%	3.5%	·	·	·	-5%
CCC1CN(C(=O)N2CCC(C(=O)N3CCN(c4ccc(F)cc4)CC3)CC2)c2ccccc2O1 (stereo not given) as listed: -2%	-24%	·	?	-0.5%	·	·	·	-4%
Cc1ccc(Cl)cc1N1CCN(S(=O)(=O)c2ccc3[nH]c(=O)ccc3c2)CC1 as listed: -18%	?	?	?	0.5%	23µM*	19	?	-56%

(list continues)
[25] CCN(c1ccccc1)S(=O)(=O)c1ccc(OC)c(NC(=O)c2c(C)noc2C)c1
[26] O=C(CC(SCCO)c1ccc2c(c1)OCO2)c1ccco1 (stereo not given)
[27] O=C(Nc1ccccc1)C1=C[C@@H](c2coc3ccccc3c2=O)C[C@@H](OCCCCO)O1
[28] COc1ccc(CC(=O)OCC(=O)NC(=O)NC(C)C)cc1
[29] CCn1c(COc2ccccc2C)nnc1SCC(=O)Nc1ccc2c(c1)OCCO2
[30] O=C(/C=C/c1ccccc1)Nc1cccc(C(=O)NCCCc2ccccc2)c1
[31] CCn1c(C)nnc1SCC(=O)Nc1ccccc1Cl
[32] Cc1cc2ccccc2nc1SCC(=O)Nc1nc(-c2ccccc2)cs1

compound no.,25,26,27,28,29,30,31,32
A549 tox,0%,1%,-8%,-16%,0%,-14%,1%,-4%
TGFb inhibitor,24%,-17%,?,-7%,-3%,-9%,-25%,-14%
ATXN2 expr inh,-1%,32%,-4%,2%,1%,-33%,·,?
Nrf2 block,3%,?,4%,-6%,-18%,?,6%,-18%
Nrf2 ARE act,0.2%,14%,6.2%,0.4%,-0.8%,8.5%,-0.5%,3.0%
MCF10A rereplic,-1%,?,-3%,-1%,?,?,-2%,12%
IL1B secr inh,20,-56*,-1,0,-2,3,15,39
S2 tox,i,i,i,i,i,?,i,i
HepG2 viability,-10%,-25%,-14%,10%,-13%,-7%,-3%,-20%

[33] O=C(Cn1cc(COc2c(Br)cc(F)cc2Br)nn1)c1ccc(O)cc1
[34] CCN(CC)C(=O)c1cccc(-c2csc(C(C)(O)c3cccc(OC)c3)n2)c1 (stereo not given)
[35] COCCNC(=O)Cc1ccc(NC(=O)N2CCCCc3ccccc32)cc1
[36] Cc1cccc(CSc2nc(=O)c3c(n2C)NC(=O)CC3c2cccc(O)c2)c1 (stereo not given)
[37] CSC1=NCCN1S(=O)(=O)c1ccc2ccccc2c1
[38] O=C(c1ccccc1F)N(Cc1cccnc1)Cc1cc2cc3c(cc2[nH]c1=O)OCCO3
[39] Cc1cc(C(=O)Nc2cccc(C(=O)O)c2)c(C)o1
[40] Cc1ccc(Nc2cc(C)nc3c(C)ccc([N+](=O)[O-])c23)cc1

compound no.,33,34,35,36,37,38,39,40
A549 tox,2%,·,4%,-4%,?,1%,0%,-16%
TGFb inhibitor,?,?,9%,-3%,-26%,19%,1%,-14%
ATXN2 expr inh,4%,?,3%,5%,·,-7%,-18%,1%[11.3 µM]
Nrf2 block,18%,·,?,9%,?,?,8%,-18%
Nrf2 ARE act,3.6%,0.6%,-0.7%,0.6%,-1.0%,-0.2%,-0.3%,12%
MCF10A rereplic,-23%,·,·,·,10%,0%,-1%,5%
IL1B secr inh,-20,-15,·,·,42,-24,0,-61*
S2 tox,i,·,i,i,i,i,i,i
HepG2 viability,-4%,-42%,10%,6%,-11%,-16%,-19%,-2%

[41] Cc1c(C(=O)Nc2cccc(Cl)c2)sc2nc3n(c(=O)c12)N=C(c1cccc(Br)c1)CS3
[42] Cc1c(NC(=O)COC(=O)C23CC4CC(CC(Br)(C4)C2)C3)c(=O)n(-c2ccccc2)n1C
[43] Cc1nc2[nH]c(=S)[nH]c2c(=O)[nH]1
[44] O=C(NCc1ccc(Cl)nc1)c1csc([C@@H]2C[C@H](O)[C@@H](CO)O2)n1

compound no.,41,42,43,44
A549 tox,1%,9%,0%,·
TGFb inhibitor,-4%,10%,-1%,8%
ATXN2 expr inh,-4%,-8%,1%,2%
Nrf2 block,·,0%,4%,·
Nrf2 ARE act,-1.4%,-0.2%,0.0%,0.2%
MCF10A rereplic,·,5%,-14%,·
IL1B secr inh,·,24,21,36
S2 tox,i,i,i,i
HepG2 viability,-4%,3%,-1%,9%
